Insulin prom inh: inhibitors of insulin promoter-driven GFP, primary screen, imaging, TRM-6 cells (human fetal islet line), eGFP reporter, cell count. reporter expression induced with tamoxifen. inhibition, % at 2 µM. 130,000 compounds, 0.9% hits. AID 1273, 2008;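 active = inhibition above the mean plus 3 SD, with well images judged a real hit on visual review, cut at about 60% in these data, passing the limit was not always enough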
SDO1 yeast rescue: growth rescue of sdo1-depleted yeast, primary screen, S. cerevisiae, bone marrow failure model; S. cerevisiae sdo1-depleted JHY4D growth rescue, OD600 30 h; stronger effect = higher value; pdr5 snq2 efflux-pump mutant strain; z-score at 10 µM; 140,000 compounds, 0.21% hits;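 active = z-score above 3 at both the 24 hr and the 30 hr optical density reads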;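 also: z-score against mean and SD of all compound wells on the same plate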
SDO1 yeast rescue Rescue 24 h: second read-out of SDO1 yeast rescue, no call of its own (marks repeat the call); z-score; S. cerevisiae sdo1-depleted JHY4D growth rescue, OD600; measured here: growth rescue at 24 h;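 0 is the plate mean of compound wells and units are plate SD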
* hit, by the source's call; · = no result given. Compounds as they come; about 0.94% have a hit in one of these screens.

canonical_smiles | Insulin prom inh | SDO1 yeast rescue | SDO1 yeast rescue Rescue 24 h
CN(Cc1ccccc1)C(=O)CC(c1ccccc1)c1cc(Cl)ccc1O (stereo not given) | · | -1.8 | -1.4
COc1ccc(S(=O)(=O)N2CCC(C(=O)Nc3ccc4c(c3)OCCO4)CC2)cc1OC | 0 | 0.63 | 0.74
Cc1cc(N2CCN(c3nnnn3-c3ccccc3)CC2)n2ncnc2n1 | · | 0.35 | -0.95
O=C(Nc1ccccc1-c1ccccc1)C1CCCCC1 | · | 0.39 | 0.42
CN1CCN(C(=O)/C=C\C(=O)O)CC1 | -13 | 0.68 | 0.64
CCC(=O)N1CCc2cc(S(=O)(=O)NC(Cc3ccccc3)C(=O)Nc3nccs3)ccc21 (stereo not given) | -106 | 0.91 | 0.17
CCOC(=O)c1nn(-c2cccc(Cl)c2)c2nc(Nc3ccccc3)cc(=O)n12 | · | -0.79 | 0.46
CC(=O)c1ccc(-n2c(C)ccc2-c2ccccc2)cc1 | · | 0.05 | -0.04
C/C(=C\c1ccccc1)CN1CCC(C(=O)N2CCC(C)CC2)CC1 | -46 | 0.04 | 0.4
O=C(O)Cn1cc(/C=C2/SC(=O)N(CC(=O)N3CCCCCC3)C2=O)c2ccccc21 | 27 | · | ·
COc1ccc(NC(=O)c2ccc3c(c2)n(C)c(=O)n3C)cc1 | -15 | -0.47 | 0.03
Cc1c(NC(=O)C(=O)/C=C(\O)c2ccc(Cl)cc2)c(=O)n(-c2ccccc2)n1C | 24 | 0.79 | 0.95
CCC(=O)Nc1ccc2nc(SCC(=O)N3CCOCC3)sc2c1 | 18 | · | ·
Cc1sc2nc(CSCC(=O)NC(C)(C)C)[nH]c(=O)c2c1C | -93 | · | ·
COc1cc(-c2cc(C(=O)OCC(=O)Nc3ccc4c(c3)OCO4)c3ccccc3n2)cc(OC)c1OC | -44 | -0.12 | 0.25
CCOC(=O)N1CCN(C(=O)C(=O)NNC(=O)COc2ccc(Cl)cc2)CC1 | · | 0.25 | -0.39
COC(=O)CN(c1ccc(C)cc1)S(=O)(=O)c1ccc2c(c1)n(C)c(=O)c(=O)n2C | 3 | -0.38 | -0.18
O=C(CN1CCN(S(=O)(=O)c2ccc(Cl)cc2)CC1)Nc1ccc2c(c1)OCO2 | -24 | -0.42 | -0.58
O=C1N=C(N2CCCC2)S/C1=C\c1ccccc1 | -170 | 0.53 | 0.74
CC1CCN(c2cc(N3CCOCC3)c(F)cc2[N+](=O)[O-])CC1 | -23 | -1.5 | -1.8
COC(=O)Cc1ccc(NC(=S)NCCCO)cc1 | 14 | 0.9 | 2.2
O=C(NC(=O)N1CCN(c2cccc(Cl)c2)CC1)c1ccccc1 | 0 | 0.25 | -0.67
COc1ccc(/C=C(\C#N)C(=O)Nc2cc(S(=O)(=O)N3CCOCC3)ccc2N2CCCC2)cc1 | 36 | -0.99 | -0.42
COc1ccnc(NCc2ccc(Cl)cc2)c1C#N | 3 | 1.4 | 3.2
CCCc1oc(C(=O)O)cc1CN1CCOCC1 | 35 | 0.12 | -0.61
CNC(=O)[C@H](C)[C@@H]1C[C@@]1(C)[C@@H](NC(=O)OCc1ccccc1)c1ccccc1 | 23 | -0.08 | -0.43
CCCOc1cc(C)c(S(=O)(=O)NC2CC(C)(C)NC(C)(C)C2)cc1C | -16 | 0.35 | 0
CC(C)(C)C(=O)Nc1ccc(C(=O)N/N=C/c2ccccc2OC(=O)c2ccc(Cl)cc2)cc1 | 0 | -0.5 | -0.72
CCOC(=O)c1sc(-c2ccc(F)cc2)cc1N | 8 | -1.3 | -0.82
Cc1cccc(OCCCC(=O)O)c1C | 38 | 0.41 | 0.45
O=C1N/C(=C/c2ccc(N3CCCC3)cc2)C(=O)N1c1ccccc1 | -24 | -0.77 | 0.37
Cc1csc(OCc2ccc(C#N)cc2)n1 | -17 | 0.81 | 0.06
COC(=O)c1ccccc1SC1CC(=O)N(c2ccccc2)C1=O (stereo not given) | -7 | -0.25 | 0
CCCn1c(SCC(=O)Nc2ccc(Cl)cc2)n[nH]c1=O | 8 | · | ·
CCOC(=O)CN1N=C(c2ccc(Cl)s2)CSC1=O | 58 | -0.87 | -0.27
Cc1c([N+](=O)[O-])cc(C(=O)Oc2cccc(C(=S)N3CCOCC3)c2)cc1[N+](=O)[O-] | 16 | · | ·
Cc1nnc(Sc2c(-c3ccccc3)c3ccc(Cl)cc3[nH]c2=O)s1 | 47 | -1.1 | -1.8
CCOC(=O)c1c(C)c(C#N)c2c3ccccc3ccn12 | -7 | -0.95 | 0.08
CCCC(=O)N1CCN(c2ccc(NC(=O)c3ccccc3)cc2)CC1 | · | 0.91 | 0.38
O=C(NCc1cccs1)c1cc(-c2ccccc2)nc2ccccc12 | 0 | -1.2 | -1.5
O=c1[nH]c(SCc2nc3ccccc3c(=O)n2-c2ccccc2C(F)(F)F)nc2ccccc12 | · | 0.48 | 1.6
O=S(=O)(Nc1ccc(C(F)(F)F)cc1)c1cnc[nH]1 | · | 0.66 | -0.21
O=C(O)CNC(=O)c1ccc(S(=O)(=O)N2CCOCC2)cc1 | 60 | 1.2 | 0.81
Cc1cc(C)c2c(c1)/C(=N/NC(=O)c1cc(C)oc1C)CCC2 | -46 | -0.16 | 0.32
COc1ccc(-c2nc(SCc3ccccc3)n(S(C)(=O)=O)n2)cc1 | 12 | -0.23 | 0.26
CCCCc1cc(=O)oc2cc(OCC(=O)N3CCc4ccccc43)ccc12 | 19 | -0.95 | -0.26
O=c1nc(-c2ccccc2)c2cc(Cl)ccc2[nH]1 | -31 | 0.4 | 0.14
Cc1ccc(C2=NN(CC(=O)NCc3ccccn3)C(=O)CC2)cc1 | -5 | 1.3 | 1.1
Cc1ccc(C(=O)O)cc1NC(=O)CN1C(=O)C2C3c4ccccc4C(Br)(c4ccccc43)C2C1=O (stereo not given) | -7 | 1.1 | 0.37
CC(C)(C)C1=Nn2c(nnc2-c2ccccn2)SC1 | · | 0.07 | -0.32
CCOc1ccc(NCc2nc3ccccc3n2CCOc2ccccc2)cc1 | 10 | -0.87 | -0.05
Cc1cc(C)c(Cn2cnc(-c3ccc([N+](=O)[O-])cc3)c2)c(C)c1 | · | -0.79 | -0.11
c1csc(-c2nn3cnnc3c3ccccc23)c1 | -24 | · | ·
CCOc1cc(C(=O)Nc2ccc(NC(C)=O)cc2)ccc1OCC(=O)N1CCCCC1 | -30 | 0.64 | 0.64
Clc1ccccc1CO/N=C1\CCCc2nonc21 | 15 | 0.05 | 0.37
CCn1cc(C(=O)O)c(=O)c2cc(Br)ccc21 | 29 | -1.2 | -1.2

Next section.
canonical_smiles | Insulin prom inh | SDO1 yeast rescue | SDO1 yeast rescue Rescue 24 h
CCOc1ccc(NC(=S)N2CCCN(Cc3cc(C)ccc3C)C2)cc1 | -7 | · | ·
O=C(NCCc1ccccc1)Nc1ccc(Cl)cc1 | · | -0.12 | 0.46
O=C(C/C(=N\NC(=O)c1ccccc1Br)C(F)(F)F)c1cccs1 | -26 | -0.87 | -0.17
CCCCNC(=S)N(C)/N=C/c1c(F)c(F)c(F)c(F)c1F | 0 | -0.98 | -0.36
CCOC(=O)c1c(C(C)(C)C)oc2ccc(OCC#N)cc12 | -3 | -0.81 | -0.59
C=CCOc1c2ccc(C(=O)NCc3ccc(C)cc3)cc2nn1C | · | 1.4 | 0.98
CN(C)c1cccc(-c2nnc(SCCCC#N)o2)c1 | -33 | -0.18 | -0.56
Cc1ccc(C2CC(C(F)(F)F)n3ncc(C(=O)NCc4ccco4)c3N2)cc1 (stereo not given) | -9 | -0.52 | -0.2
Cc1ccc(S(=O)(=O)N(CC(=O)Nc2cccc([N+](=O)[O-])c2)Cc2ccc(Cl)cc2)cc1 | · | -0.84 | -0.26
c1ccc2c(CN3CCCCC3)csc2c1 | 13 | 0.35 | 1.4
O=C(NC1CCCCC1)c1cc(Cl)ccc1[N+](=O)[O-] | -21 | -0.17 | -0.4
CCOC(=O)Cc1cnc(NC(=O)c2ccccc2)s1 | · | 0.3 | 0.13
CC(C)N1CCc2c(sc(NC(=O)CN3C(=O)c4ccccc4C3=O)c2C(N)=O)C1 | 47 | · | ·
Cc1ccc(S(=O)(=O)NN=C2CCC(C(C)(C)C)CC2)cc1[N+](=O)[O-] (stereo not given) | -53 | 1 | 0.46
O=c1oc(-c2cccc(Cl)c2)nc2c1cnn2-c1ccccc1 | 11 | -0.67 | -0.54
COc1ccc(-c2csc(N3CCN(C(=O)c4ccccc4)CC3)n2)cc1 | -245 | -0.95 | -1.3

Compound profiles (already shown). Order of screens: Insulin prom inh, SDO1 yeast rescue, SDO1 yeast rescue Rescue 24 h
Cc1ccc(S(=O)(=O)N(CC(=O)Nc2cccc([N+](=O)[O-])c2)Cc2ccc(Cl)cc2)cc1 is entered as ·, -0.84, -0.26
COc1ccc(-c2csc(N3CCN(C(=O)c4ccccc4)CC3)n2)cc1 is entered as -245, -0.95, -1.3
c1ccc2c(CN3CCCCC3)csc2c1 is entered as 13, 0.35, 1.4

More results follow:
canonical_smiles | Insulin prom inh | SDO1 yeast rescue | SDO1 yeast rescue Rescue 24 h
Cc1ccc2cc(S(=O)(=O)NCCC(=O)O)ccc2c1 | 7 | 1.2 | 0.69
CCOc1ccc(C(=O)Nc2ccccc2-c2ccccc2)cc1Cl | -3 | 1.2 | 0.4
CN(c1ccc(C(=O)NCCSCc2ccco2)cc1)S(C)(=O)=O | 28 | 0.16 | -0.32
O=S(=O)(Nc1nc2ccccc2s1)c1ccc(Br)s1 | 54 | -0.26 | -0.19
O=[N+]([O-])c1cccc(C2Nc3cccc4cccc(c34)N2)c1 | 21 | 0.02 | -0.07
O=C1c2ccccc2C(Nc2ccc(F)cc2F)N1CCN1CCOCC1 (stereo not given) | · | 0.17 | 0.1
CC(=O)OCC1OC(c2ccccc2)C(OC(C)=O)C(OC(C)=O)C1OC(C)=O (stereo not given) | 4 | -0.02 | -0.61
Cc1nc(NC(=O)c2cccc(Cl)c2)sc1-c1csc(Nc2cccc(Cl)c2)n1 | · | -1.3 | -0.51
N#CCSc1nc2ccccc2c(=O)n1CCCC(=O)NCc1ccco1 | -20 | · | ·
COC(=O)C1=C(C)N(Cc2ccc(OC)c(OC)c2)C(=O)C1 | 18 | 0.22 | 0.2
CN(C)CCCn1c(NCc2ccc3c(c2)OCO3)nc2ccccc21 | 7 | 0.84 | 1.4
COc1ccc(C(c2nnnn2C(C)(C)C)N2CCN(c3nc4ccccc4s3)CC2)cc1 (stereo not given) | -12 | -0.91 | -0.78
O=C(COC(=O)CCC(=O)c1cccs1)Nc1ncc(Cl)cc1Cl | · | 0.98 | 0.76
COc1ccc(OC)c(NC(=O)CSc2nnnn2-c2ccccc2F)c1 | -242 | -0.21 | 0.35
Cn1c(SCC#N)nnc1-c1ccc2c(c1)OCO2 | 44 | 1.3 | 2.1
Cc1c(N=C/C=C/c2ccccc2)cnn1C | -35 | 0.23 | -0.36
CO/N=C/NC(=O)c1c(OC)ccnc1Oc1ccc(Cl)cc1 | 19 | -0.32 | -0.93
CCOC(=O)C1(S(=O)(=O)c2ccccc2)CCN(Cc2ccc(Cl)cc2)CC1 | · | -1.4 | -2.7
N#C/C(C(=O)c1ccccc1)=C1/CCCN1 | · | 0.09 | 0.55
CCOc1ccc(Br)cc1/C=N/NC(=O)c1ccncc1 | -50 | -0.33 | -0.33
COc1ccc(NS(=O)(=O)c2ccc(NC(=O)c3ccc(N(C)S(C)(=O)=O)cc3)cc2)cc1 | 53 | 0.14 | 0.13
CCCc1ccc(/C=C2\C(=O)c3ccccc3C(O)=C2C(=O)OCC)cc1 | -4 | -1.6 | -1.2
Cc1noc(C)c1S(=O)(=O)N1CCCC(C(=O)Nc2nccs2)C1 (stereo not given) | · | 0.4 | -0.1
O=C(O)CCN1C(=O)/C(=C\c2ccc(-c3nc4ccccc4s3)o2)SC1=S | 11 | -0.78 | 0.04
O=C(CCCN1C(=O)/C(=C/c2ccccc2)SC1=S)Nc1cccc(O)c1 | 0 | · | ·
CCN1C(=O)C2(C(C#N)=C(N)Oc3n[nH]c(C(C)C)c32)c2ccccc21 (stereo not given) | -78 | -0.02 | -0.19
CCOC(=O)CSC1=NC(=O)CS1 | -7 | 1.3 | 1.2
COC(=O)CCCC(=O)Nc1ccc(Cl)c(Cl)c1 | 62 | -0.04 | -0.27
CCn1nc(C)c(NS(=O)(=O)c2ccccc2)c1C | 14 | -0.02 | 0.26
CC1=C(C)CC(C(=O)N2CCN(Cc3ccccc3)CC2)C(C(=O)O)C1 (stereo not given) | 26 | -0.47 | -1.2
COc1ccc(Nc2ncc(C(=O)N3CCN(Cc4ccccc4)CC3)c3ccccc23)cc1 | -37 | -1.9 | -1.3
O=C1CN(C(=O)CCCc2c[nH]c3ccccc23)c2ccccc2N1 | -52 | 1.6 | 1.8

The closing 3 records of the part before are carried over, then new ones follow:
canonical_smiles | Insulin prom inh | SDO1 yeast rescue | SDO1 yeast rescue Rescue 24 h
CC1=C(C)CC(C(=O)N2CCN(Cc3ccccc3)CC2)C(C(=O)O)C1 (stereo not given) | 26 | -0.47 | -1.2
COc1ccc(Nc2ncc(C(=O)N3CCN(Cc4ccccc4)CC3)c3ccccc23)cc1 | -37 | -1.9 | -1.3
O=C1CN(C(=O)CCCc2c[nH]c3ccccc23)c2ccccc2N1 | -52 | 1.6 | 1.8
COc1cccc2c1C(=O)c1c(O)c3c(c(O)c1C2=O)C[C@@](O)(C(C)=O)C[C@@H]3O[C@H]1C[C@H](N)[C@H](O)[C@H](C)O1 | -355 | -2 | -1.3
Cc1ccc(N=C2NC(=O)c3cc([N+](=O)[O-])ccc32)cc1 | · | 0.58 | 0.63
O=C(NCc1ccc(Cl)cc1)c1cnccn1 | 21 | 0.59 | 0.37
Cc1ccc(C)c(C(=O)CC2(O)C(=O)N(C)c3ccccc32)c1 (stereo not given) | 61 | -0.11 | -0.08
CCOc1nc(N(C)C)nc(-n2nnc(C(C)=O)c2C)n1 | -21 | -0.34 | -0.61

Source: PubChem (several laboratories)
